Screening data deposited in PubChem by several laboratories.
TRPC6 act: activators of mouse TRPC6 channel; actives 0.13% (n = 310,000); B-score at 10 µM; HEK293-TRPC6 membrane potential dye fluorescence; hits give high values; Q61143;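 active = B-score of the integrated fluorescence ratio above library mean plus 3 SD, and starting fluorescence ratio within library mean plus 5 SD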;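 note: higher score means more depolarization so channel activation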
TRPC4 PAM: TRPC4 (mouse) allosteric potentiation | Q9QUQ5 | B-score at 10 µM | HEK293 TRPC4beta/mu-opioid, DAMGO EC20, Fluo-4 Ca2+ flux; hits give high values | actives 0.42% (n = 310,000);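 active = B-score of calcium response area above 5 SD of library B-scores, with initial fluorescence ratio within 5 SD of library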;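 note: B-score of integrated fluorescence ratio over time as area under calcium response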
KLF5 inhibitor: inhibitors of KLF5 expression; AID 1700; actives 0.23% (n = 290,000); DLD-1 KLF5 promoter-luciferase reporter, luminescence; inhibition, % at 5 µM;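 active = inhibition above a per-plate limit of that plate's mean compound inhibition plus 3 SD, cut at about 60% in these data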;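 note: 0% = DMSO wells and 100% = LY294002 at 200 µM; higher means less KLF5 promoter-driven luciferase light; inactives centre near -14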
IEC-6 tox: kills IEC-6 intestinal cells in KLF5 counter-screen; IEC-6 cytotoxicity, luminescence viability; inhibition, % at 5 µM; actives 0.78% (n = 290,000); AID 1825; in the data active = inhibition above about 22%;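 note: 0% = plate median of test compound wells and 100% = cytotoxic reference compound wells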
TRPC6 inh: blocks the mouse TRPC6 cation channel | AID 2553 | actives 1.1% (n = 310,000) | B-score at 10 µM | Q61143 | HEK293-TRPC6, membrane potential dye, ACh-evoked depolarization; hits give low values;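 active = B-score under library mean minus 3 SD, initial fluorescence not abnormally high, positive integrated signal ratio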;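 note: B-score derived from integrated fluorescence ratio over the kinetic read; more negative B-score means stronger inhibition of depolarization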
MrgX1 antag: antagonists of human MrgX1 receptor; MRGX1-HEK293 calcium flux, Fluo-4, BAM8-22 antagonism; hits give low values; actives 1.3% (n = 310,000); B-score at 10 µM; Q96LB2;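 active = calcium-response B-score plate-corrected more than 3 library SD below zero, starting fluorescence within 5 deviations, no agonist response on first addition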;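 note: peak minus trough fluorescence over baseline after final BAM8-22 challenge near maximal dose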
Target sequence (Q96LB2 whole entry, looked up): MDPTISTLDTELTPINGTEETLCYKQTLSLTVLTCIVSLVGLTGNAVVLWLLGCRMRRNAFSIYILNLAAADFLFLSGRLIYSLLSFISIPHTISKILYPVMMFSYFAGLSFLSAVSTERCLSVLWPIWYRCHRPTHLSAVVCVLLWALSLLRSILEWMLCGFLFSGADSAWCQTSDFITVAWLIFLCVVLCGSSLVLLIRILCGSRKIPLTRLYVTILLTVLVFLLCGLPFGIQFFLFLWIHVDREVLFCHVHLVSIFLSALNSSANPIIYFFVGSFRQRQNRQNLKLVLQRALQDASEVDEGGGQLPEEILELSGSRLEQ
HIF act: HIF pathway transcriptional activation. AID 1910. actives 0.32% (n = 300,000). U2OS HRE-luciferase reporter, luminescence; normalized: DMSO 0%, desferrioxamine 100%. activation, % at 7.5 µM (by protocol);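 active = mean activation of at least 10% of the iron chelator positive control signal, with at least half of replicates also reaching 10%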
TRPC4 act: TRPC4 (mouse) channel activation. actives 0.49% (n = 310,000). B-score at 10 µM. AID 2237. Q9QUQ5. HEK293 TRPC4beta/mu-opioid, Fluo4 calcium fluorescence; hits give high values;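 active = B-score above 5 SD of library B-scores, and initial fluorescence ratio not above library mean plus 5 SD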;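 note: positive B-score marks a calcium rise read as TRPC4 activation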
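Assay system: HEK293 stable line with TRPC4beta plus mu-opioid receptor. Times: dye 45 min RT, read 110 s. Measured by: kinetic Fluo4 calcium fluorescence. Measure: B score of integrated ratio. Controls: assay buffer as low control, maximal DAMGO as high control.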
SKKanGAS inh: inhibitors of SKKanGAS S. pyogenes growth in kanamycin (SK-promoter or general growth effect); BacTiter-Glo, 6 h; inhibition, % at 7.5 µM; actives 1.3% (n = 300,000);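 active = mean replicate score, as percent of positive control median, at least 50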;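 note: strain carries kanamycin resistance gene driven by streptokinase promoter and grows in 40 µg/ml kanamycin; loss of luminescence reflects streptokinase promoter inhibition or plain growth inhibition; 0% = median of DMSO wells and 100% = positive control at its reference dose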
aSyn 5UTR inh: MLPCN primary screen, SNCA 5' untranslated region | alpha-synuclein 5'UTR reporter, inhibitor activity | actives 0.82% (n = 300,000) | inhibition, % (tested at 7.5 µM) | AID 1813; in the data active = inhibition above about 60%;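 note: H4 neuroglioblastoma cells stably carrying SNCA 5'UTR luciferase fusion; 0% = DMSO wells and 100% = positive control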
TRPC4 inh: TRPC4 (mouse) channel inhibition; HEK293 TRPC4beta/mu-opioid, DAMGO-evoked Fluo4 calcium flux; hits give low values; B-score at 10 µM; actives 0.39% (n = 300,000); AID 2247;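 active = B-score over 3 SD under the library average, no early fluorescence shift, positive overall ratio signal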
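System: stable TRPC4beta/mu-opioid receptor HEK293 cells; Dosing: single-point compound dosing; Measured by: Fluo4 Ca2+ flux fluorescence; Read-out basis: per-well B score of integrated baseline-normalized Fluo4 ratio.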
* marks the source's active call; other numbers are inactive results; i = inactive; nt = no result given. The order is random; about 5.8% have a hit in one of these screens.

No.	Compound	TRPC4 act	TRPC4 PAM	TRPC6 inh	aSyn 5UTR inh	HIF act	SKKanGAS inh	TRPC4 inh	IEC-6 tox	KLF5 inhibitor	MrgX1 antag	TRPC6 act
1	Cc1ccc(NS(=O)(=O)c2cccs2)c(C)c1	i	i	i	5	0.8	-1	i	2	5	i	i
2	S=C(NCC1CCCO1)c1ccc(Br)cc1 (stereo unspecified)	i	i	i	-13	-0.6	-1	i	-8	-18	i	i
3	COc1ccccc1-c1noc2ncnc(Nc3ccc4c(c3)OCO4)c12	i	i	i	13	-0.3	-4	i	7	-27	i	i
4	COc1cc(NS(=O)(=O)c2ccc(N/C=C(\C=O)c3nc4cc(Cl)ccc4o3)cc2)nc(OC)n1	i	i	i	22	0.2	22	i	1	-5	i	i
5	CCOP(=O)(O)c1ccccc1OCCOCCOc1ccccc1P(=O)(O)OCC	i	i	i	2	-0.1	-1	i	-6	-17	i	i
6	COc1ccc(CNC(=O)N2CCN(S(=O)(=O)c3ccc(C)cc3C)CC2)cc1	i	i	i	14	0.0	-4	i	2	-28	i	i
7	O=C(NCc1ccccc1)C1CC(=O)N(C2CCCCC2)C1 (stereo unspecified)	i	i	i	3	0.2	-4	i	-9	-22	i	i
8	O=C(c1cccc2ccccc12)C1CCCN(C(=O)c2ccc(N3CCOCC3)cc2)C1 (stereo unspecified)	i	i	i	6	0.0	-5	i	2	-32	i	i
9	CC(C)C(=O)Nc1cccc(C(=O)Nc2ccc(S(=O)(=O)N3CCOCC3)cc2)c1	i	i	i	26	-0.2	1	i	-1	-42	i	i
10	COC(=O)CSc1nnc([C@H](Cc2ccccc2)NC(=O)OC(C)(C)C)o1	i	i	i	3	0.0	2	i	-3	-2	i	i
11	COc1cc(C(=O)NCCC(=O)NC(C)CCc2ccccc2)cc(OC)c1OC (stereo unspecified)	i	i	i	16	0.7	-4	i	-6	-14	i	i
12	CC(C)(C)n1ncc2c(=O)n(Cc3ccc(Cl)cc3Cl)cnc21	i	i	i	13	-0.7	5	i	-10	-8	i	i
13	Cc1ccc(NC(=O)c2ccnc(C(C)(C)C)c2)cc1	i	i	i	-127	2.8	-2	i	3	-92	i	i
14	CCc1nc(N)c(C#N)c(-c2ccc(OC)c(OC)c2)c1C	i	i	i	15	0.2	-5	i	10	5	i	i
15	COCCCNS(=O)(=O)c1ccc(S(=O)(=O)N2CCCC2)cc1	i	i	i	-3	-0.7	1	i	2	4	i	i
16	COc1ccc(C=O)cc1Cn1c(=O)n(CCC(=O)NCc2ccco2)c(=O)c2sccc21	i	i	i	14	0.4	-7	i	1	2	i	i
17	CN1C(=O)CSC1=Nc1cccc(Cl)c1	i	i	i	31	0.1	10	i	-1	-56	i	i
18	COc1ccc(C(=O)NCc2nnc(SCC(=O)Nc3nc4ccc(C)cc4s3)o2)cc1OC	i	i	i	-27	0.3	-1	i	6	-36	i	i
19	CC(=O)Nc1ccccc1OCc1cnc(Cl)s1	i	i	i	19	-0.1	0	i	1	-8	i	i
20	CC(C)C(=O)N1CCC(n2nccc2NC(=O)CCOc2ccccc2)CC1	i	i	i	-25	0.7	11	i	4	-1	i	i

More structures
No.	Compound	TRPC4 act	TRPC4 PAM	TRPC6 inh	aSyn 5UTR inh	HIF act	SKKanGAS inh	TRPC4 inh	IEC-6 tox	KLF5 inhibitor	MrgX1 antag	TRPC6 act
21	Cc1ccc(S(=O)(=O)NCCn2cnc([N+](=O)[O-])n2)cc1	i	i	i	-1	-0.6	-4	i	3	2	i	i
22	Cc1ccc(CNC(=O)C2CCC(CNS(=O)(=O)c3cccc4cccnc34)CC2)cc1 (stereo unspecified)	i	i	i	14	-0.3	3	i	-4	-30	i	i
23	CC1CCCCN1S(=O)(=O)c1ccc(S(=O)(=O)N(CC(=O)Nc2ccccc2)Cc2cccs2)cc1 (stereo unspecified)	i	i	i	21	-1.2	-6	i	-2	-2	i	i
24	CCNc1nc(NC(N)=S)nc(NC(C)(C)C)n1	i	i	i	10	-0.2	1	i	1	-15	i	i
25	O=C(COC(=O)/C=C/c1cn(-c2ccccc2)nc1-c1cccnc1)Nc1ccc(Cl)cc1Cl	i	i	i	21	-0.1	3	i	2	-12	i	i
26	Cc1occc1C(=O)Nc1ccc(Br)cc1F	i	i	i	-165	-22	5	i	-2	-35	i	i
27	CN(c1ccccc1)S(=O)(=O)c1ccc(-c2ccccc2)cc1	i	i	i	-30	0.8	18	i	2	-54	i	i
28	O=C(CCNC(=O)c1ccco1)Nc1ccc(N2CCOCC2)cc1	i	i	i	-3	0.0	2	i	-2	-17	i	i
29	O=C(O)c1ccc(NS(=O)(=O)c2cccc(C(=O)Nc3ccc(Br)cc3)c2)cc1	i	i	i	-12	-0.2	1	i	0	-48	i	i
30	COC(=O)[C@@H]1C[C@@]2(O)[C@H](O)[C@H](O)[C@H](O)C[C@H]2N1CC1CC1	i	i	i	-17	1.2	0	i	nt	nt	i	i
31	Cc1nn2c(C(F)(F)F)cc(-c3ccc(Cl)cc3)nc2c1C(=O)N1CCOCC1	i	i	i	33	-0.1	-5	i	-2	2	i	i
32	COCCN(Cc1cccs1)S(=O)(=O)c1ccc(-c2ccc(=O)[nH]n2)s1	i	i	i	-1	0.2	2	i	0	-61	i	i
33	Cc1occc1C(=O)Nc1ccccc1C(=O)O	i	i	i	2	0.1	1	i	-4	3	i	i
34	O=C1c2ccccc2S(=O)(=O)N1Cc1c(F)cccc1Cl	i	i	i	-6	0.0	2	i	0	8	i	i
35	CN(Cc1c(F)cccc1Cl)c1ccc(S(=O)(=O)N2CCOCC2)cn1	i	i	i	41	-0.2	5	i	-5	0	i	i
36	Cc1ccc(-n2c([S-])c(C(=O)Nc3ccc(OC(F)F)cc3)[n+]3ccc(C(=O)NCCO)cc23)cc1C	i	i	i	-72	-0.9	3	i	-1	-36	i	i
37	Cc1nn(C(C)C(=O)NCC2CCCO2)c(=O)c2c1sc1ccccc12 (stereo unspecified)	i	i	i	15	0.4	-8	i	6	-26	i	i
38	c1ccc(CCc2nc(-c3ccncc3)no2)cc1	i	i	i	-99	0.6	4	i	-7	-78	i	i
39	COC(=O)C1CCN(S(=O)(=O)CCNC(=O)c2ccc3c(c2)OCO3)CC1	i	i	i	-7	0.1	-4	i	nt	nt	i	i
40	CC(=O)Nc1nc(Cn2nnc(-c3ccc4c(c3)OCO4)n2)nc(N(C)C)n1	i	i	i	15	-0.4	-5	i	7	-8	i	i

(more compounds)
No.	Compound	TRPC4 act	TRPC4 PAM	TRPC6 inh	aSyn 5UTR inh	HIF act	SKKanGAS inh	TRPC4 inh	IEC-6 tox	KLF5 inhibitor	MrgX1 antag	TRPC6 act
41	Cc1ccc2[nH]c(=O)c(CN(CCCN(C)C)C(=O)Nc3ccc(F)cc3)cc2c1	i	i	i	9	0.0	4	i	6	-20	i	i
42	Cc1ccc2c(c1)N(C(=O)CCC(=O)NCc1ccccc1)CC(C)O2 (stereo unspecified)	i	i	i	23	-0.4	-7	i	2	-24	i	i
43	COc1ccc(CC(=O)Nc2ccc(OC(C)=O)cc2C(=O)O)cc1	i	i	i	3	-0.3	0	i	-3	-19	i	i
44	COc1ccc(CCn2c(-c3cccc([N+](=O)[O-])c3)nc3nc4ccccc4nc32)cc1OC	i	i	i	21	0.8	2	i	3	-8	i	i
45	CCCCC(=O)Nc1ccc(NC(=S)NC(=O)c2ccco2)cc1OC	i	i	i	-38	0.3	9	i	-1	-57	i	i
46	CCOc1cc(N2CCOCC2)c(OCC)cc1NS(=O)(=O)c1ccc(Cl)s1	i	i	i	5	-6.9	24	i	57*	21	i	i
47	O=c1[nH]c(=O)n(Cc2ccccc2)c2nc(-c3cccs3)n(CCO)c12	i	i	i	23	-0.5	-7	i	0	-6	i	i
48	COc1ccccc1Nc1nc(-c2sc(NC(=O)C(C)(C)C)nc2C)cs1	i	i	i	25	1.0	14	i	4	-10	i	i
49	COc1ccc(C(=O)CN2C(=O)NC3(CCCc4ccccc43)C2=O)cc1 (stereo unspecified)	i	i	i	9	0.5	3	i	nt	nt	i	i
50	Cc1nn(-c2nc3ccccc3[nH]2)c(N)c1-c1ccc(Cl)cc1	i	i	i	nt	nt	68*	i	3	-105	i	i
51	Cn1c(CNC(=O)c2ccco2)nnc1SCC(=O)Nc1c(F)cc(F)cc1Br	i	i	i	21	0.9	9	i	1	14	i	i
52	COc1ccccc1C1CCN(c2cc(O)ccc2[N+](=O)[O-])CC1	i	13*	i	-20	-0.3	20	-5*	3	-14	i	i
53	CCN(CC)C1CCN(C(=O)c2ccc3nc(Cc4ccc(OC)cc4)oc3c2)C1 (stereo unspecified)	i	i	i	4	-0.5	1	i	1	-1	nt	i
54	CCCCOC(=O)c1ccc(NC(=O)c2cnc3n(c2=O)CCS3)cc1	i	i	i	36	0.0	33	i	-1	3	i	i
55	CCCCCCn1c(Br)nc2c1c(=O)n(C)c(=O)n2C	i	i	i	14	-0.4	10	i	-2	-32	i	i
56	COc1ccc(OCc2ccc(-c3nc4ccccc4c(=O)n3N)o2)cc1	i	i	i	-143	2.0	-14	i	6	-61	i	i
57	CC1(C)O[C@@H]1COc1c2ccoc2cc2oc(=O)ccc12	i	i	i	-31	1.6	1	i	2	13	i	i
58	CCOC(=O)c1ccc(Nc2ncnc3nc[nH]c23)cc1	i	i	i	-73	4.5	14	i	-1	-59	i	i
59	O=C(CCC(=O)c1cccs1)Nc1ccc(N2CCCCC2)cc1	i	i	i	-4	-0.2	9	i	-7	-30	i	i
60	CCN(CC)C(=S)Nc1c(C)n(C)n(-c2ccccc2)c1=O	i	i	i	0	0.0	-1	i	4	3	i	i

Next section.
No.	Compound	TRPC4 act	TRPC4 PAM	TRPC6 inh	aSyn 5UTR inh	HIF act	SKKanGAS inh	TRPC4 inh	IEC-6 tox	KLF5 inhibitor	MrgX1 antag	TRPC6 act
61	NC(=O)CC(NC(=O)Cc1ccc(Cl)cc1)c1ccc(NCc2ccccc2)c([N+](=O)[O-])c1 (stereo unspecified)	i	i	i	-17	-0.2	-1	i	nt	nt	i	i
62	Cc1ccccc1-n1c(SC/C(O)=C(\C#N)c2nc3ccccc3[nH]2)nnc1-c1ccncc1	i	i	i	8	-0.6	1	i	6	-4	i	i
63	Cc1ccc(C(=O)C2CCN(CC(=O)NCc3ccc(F)cc3)CC2)cc1	i	i	i	10	-0.1	-1	i	-3	-22	i	i
64	CC(=O)NCCc1nc2cc(NC(=O)c3ccc(Cl)cc3)ccc2n1C	i	i	i	-98	3.0	-5	i	-4	-145	i	i
65	CCn1c(COc2ccccc2C)nnc1SCC(=O)Nc1ccc2c(c1)OCCO2	i	i	i	27	-0.7	-4	i	-2	1	nt	i
66	CC(C)(C)C1CCC(=NNC(=O)c2ccccc2-n2cccc2)CC1 (stereo unspecified)	i	i	i	4	-0.5	6	i	-7	-17	i	i
